TbPYK inhibitor: blocks Trypanosoma brucei pyruvate kinase | Q57TT1 | TbPYK enzyme, Kinase-Glo Plus ATP luminescence, 45 min | Potency, µM (highest dose often 76.8 µM), without a hit: at the top dose activity, negative = inhibition, most hits filed as inhibitors | 0.12% of 410,000 active | AID 624173; also: potency is read from the fitted curve at half-maximal effect; nearly all actives have a fitted effect of over 50% in size
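TbPYK + substrate in 50 mM TEA pH 7.2, 100 mM KCl, 10 mM MgCl2, 0.05% BSA, 0.01% Tween-20; cpd pinned; ADP 130 uM final; 45 min RT; Kinase-Glo Plus 10 min; luminescence endpoint.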
AMA1 RON2 block: disrupts binding of P. falciparum AMA1 to RON2 | Potency, µM (highest dose often 58.2 µM), inactives show at the highest dose activity change, negative = inhibition, most hits filed as inhibitors | 0.2% of 360,000 active | AlphaScreen AMA1-biotinylated RON2 peptide binding;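 also: potency is read from the fitted curve at half-maximal effect; 0% = vehicle wells and -100% = peptide control; nearly all actives have a fitted effect of over 45% in size; some results filed as inactive show a strong effect at the top dose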
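AMA1 (3D7) with his tag at 25 nM final met compounds first, then biotinylated RON2 peptide at 25 nM; detection used donor plus acceptor beads, 10 µg/mL apiece, read by AlphaScreen after 30 min at room temperature.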
HCV inhibitor: HCV inhibition; 3.4% of 340,000 active; AID 651820; Potency, µM (top dose mostly 41.8 µM), for the others: top-dose activity change, negative = inhibition, usual class: inhibitors; Huh7.5.1 HCVcc-Cre infection, luciferase reporter, 44 h; also: potency is read from the fitted curve at half-maximal effect
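Whole-lifecycle infectious HCVcc-Cre system; cells 1,000/well, compound then virus (~0.5 moi) added 4 h after plating, 44 h culture. Luciferase read 15 sec following 15 min substrate incubation, room temp.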
HCMV inh: inhibitors of human cytomegalovirus. HFF cells, HCMV-luciferase reporter, 72 h; active compounds read low. activity change, negative = inhibition, % at 57.5 µM. 4.5% of 410,000 active. AID 1259415; in the data active = activity change below about -60%; inconclusive = no clear call, values can overlap the other calls; inactive = above about -39%
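Inhibition of viral replication was scored as loss of reporter luminescence in HFFs infected with HCMV-luciferase (MOI 1 PFU/cell) for 72 h; compounds tested at 2 doses, normalized to buffer and Salinomycin controls.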
AmpC no deterg: inhibitors of E. coli AmpC beta-lactamase without detergent; P00811; Potency, µM (titrated, usually from 57.1 µM), for the others: at the top dose activity change, negative = inhibition, hits mostly inhibitors; AmpC nitrocefin hydrolysis, absorbance 480 nm, 0.0001% Triton; 0.52% of 330,000 active;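 also: potency is read from the fitted curve at half-maximal effect; plate controls were no compound for no effect and no enzyme for full effect; nearly all actives have a fitted effect of over 20% in size; some results filed as inactive show a strong effect at the top dose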
Target sequence (P00811 whole entry, looked up): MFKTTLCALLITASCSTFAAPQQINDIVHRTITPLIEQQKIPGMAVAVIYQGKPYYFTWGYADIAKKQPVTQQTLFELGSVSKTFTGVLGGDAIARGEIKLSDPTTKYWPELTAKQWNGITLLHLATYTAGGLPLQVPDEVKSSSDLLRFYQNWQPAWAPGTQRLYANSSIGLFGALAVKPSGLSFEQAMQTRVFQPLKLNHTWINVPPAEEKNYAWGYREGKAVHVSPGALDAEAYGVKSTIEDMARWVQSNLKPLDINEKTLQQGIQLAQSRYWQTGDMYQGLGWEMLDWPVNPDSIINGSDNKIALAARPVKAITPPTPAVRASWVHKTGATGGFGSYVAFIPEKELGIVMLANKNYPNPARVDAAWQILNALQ
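20 mM phosphate pH 7.0 + 0.01% (detergent screen) or 0.0001% Triton X-100; 5.3 nM AmpC reagent; cpd preinc 15 min RT; nitrocefin (800 uM stock) to start; A480 q20 s × 4 min; Activity was normalised to no-enzyme and no-compound control wells.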
AmpC inh detg: AmpC beta-lactamase inhibition with detergent present | 0.041% of 370,000 active | Potency, µM (titrated, usually from 114 µM), inactives show at the highest dose activity change, negative = inhibition, usual class: inhibitors | AID 485294 | P00811 | AmpC hydrolysis of nitrocefin, absorbance 480 nm, 0.01% Triton;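 also: potency is read from the fitted curve at half-maximal effect; 0% = no-compound wells and -100% = no-enzyme wells; nearly all actives have a fitted effect of over 25% in size; some results filed as inactive show a strong effect at the top dose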
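AmpC (5.3 nM in the dispensed reagent) in 20 mM phosphate pH 7.0 with 0.01% (detergent screen) or 0.0001% Triton X-100 was preincubated with compounds for 15 min at room temperature. Nitrocefin was then added from an 800 uM solution, and hydrolysis was followed at 480 nm.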
LmPK inhibitor: blocks Leishmania mexicana pyruvate kinase activity; Q27686; purified LmPK, Kinase-Glo ATP luminescence, 1 h; Potency, µM (titrated, usually from 57.5 µM), inactives show at the highest dose activity change, negative = inhibition, hits mostly inhibitors; 0.37% of 290,000 active; AID 1721; also: potency is read from the fitted curve at half-maximal effect
Target sequence (Q27686 whole entry, looked up): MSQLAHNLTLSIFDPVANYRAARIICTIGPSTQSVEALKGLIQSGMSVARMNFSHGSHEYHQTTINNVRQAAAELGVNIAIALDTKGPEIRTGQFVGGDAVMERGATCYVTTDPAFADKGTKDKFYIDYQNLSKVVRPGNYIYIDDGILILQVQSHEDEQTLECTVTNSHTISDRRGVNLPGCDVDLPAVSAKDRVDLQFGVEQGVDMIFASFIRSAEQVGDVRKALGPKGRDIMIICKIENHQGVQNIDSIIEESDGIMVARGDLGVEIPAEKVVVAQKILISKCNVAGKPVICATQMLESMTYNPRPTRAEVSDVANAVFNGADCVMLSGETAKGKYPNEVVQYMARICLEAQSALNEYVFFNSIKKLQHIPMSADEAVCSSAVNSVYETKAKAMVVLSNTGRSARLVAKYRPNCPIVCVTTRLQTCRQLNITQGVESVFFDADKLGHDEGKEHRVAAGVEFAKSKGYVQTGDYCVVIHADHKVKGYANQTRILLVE
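ATP generated from ADP (0.1 mM) and PEP (0.5 mM) by 0.1 nM LmPK over 1 h at room temperature (pH 7.2 imidazole buffer) was detected by coupled luciferase luminescence. Values were normalized to uninhibited and no-enzyme wells.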
An asterisk follows results filed as active; ? = inconclusive; nt = not tested or not shown; & = joins results of further samples; [ ] = dose if it differs, or a comment. Unless noted, calls follow the shape of the dose curve; as a rule, active = well fitted curve in the direction sought with a large enough effect; inconclusive = small, poorly fitted or top-dose-only effect, or another doubt; inactive = no such curve, though single readings can be large; an effect the other way counts as inactive or inconclusive. Unless noted, % is scaled to controls: 0 for no effect and ±100 for the full control effect. Rows were taken by chance. Share with any hit: about 7.5%.

SMILES,TbPYK inhibitor,AMA1 RON2 block,HCV inhibitor,HCMV inh,AmpC no deterg,AmpC inh detg,LmPK inhibitor
COc1cc(NC(=O)C2CCC(CNc3c(N4CCCCC4)c(=O)c3=O)CC2)cc(OC)c1 (stereo not drawn),-7%,-3%,-8%&-5%,141,50µM*,?,4%
O=C(COC(=O)Cc1ccc(F)cc1)NCc1ccco1,8%,-3%,16%,16,-15%[11.4 µM],?,4%
CC(C(=O)NC1C(=O)N2C(C(=O)O)=C(CSc3nnnn3C)CSC12)n1cc(Br)cn1 (stereo not drawn),-4%,54%[activator],27%,29,-21%,8%,-1%
O=C(CC1C(=O)Nc2ccccc2N1CC(=O)N1CCCC1)Nc1ccc(Br)cc1 (stereo not drawn),4%,-3%,?,8,114%[activator],-8%,nt
Cc1c(-c2ccccc2)n[nH]c1C(=O)NN,-15%,111%[activator],-3%,-9,-26%,-19%,1%
COc1ccc(NCc2nnc(SCC(=O)Nc3cc(C(F)(F)F)ccc3Cl)o2)cc1,3%,24%,5%&8%,27,-12%,?,-3%
c1ccc2c(c1)[nH]c1cnccc12,-12%,-2%,?,-30,-28%,-3%,-1%
COc1ccc2[nH]c(=O)c(CN(CCCN(C)C)C(=O)Nc3ccccc3)cc2c1,-8%,13%,-7%,-16,2%,-14%,-2%

SMILES,TbPYK inhibitor,AMA1 RON2 block,HCV inhibitor,HCMV inh,AmpC no deterg,AmpC inh detg,LmPK inhibitor
O=C(CCc1ccc(S(=O)(=O)N2CCOCC2)cc1)N/N=C/c1ccc(O)c(O)c1O,?,-2%,-22%,-98*,-27%,3%,2%
Cc1cccn2cc(CCNS(=O)(=O)c3cccs3)nc12,3%,-14%,-3%,-10,-11%,8%,0%
O=C(CCSc1ccc(F)cc1)NNC(=O)c1ccccc1Cl,-10%,115%[activator],7%,?,-15%,-5%,nt
COC(=O)/C=C1\N/C(=N/c2nc(C)c3cc(OC)ccc3n2)NC1=O,-1%,2%,?,nt,30%,-8%,-1%
O=C(COC(=O)Cc1ccccc1)NNC(=O)c1ccc([N+](=O)[O-])cc1,-1%,94%[activator],-3%,4,-16%,-9%,nt
O=C(COC(=O)c1ccccc1-n1cnnn1)c1ccccc1,5%,-1%,9%,-14,-8%,-5%,nt
CCOC(=O)Cn1c(C(C)=O)nc2ccccc21,-9%,12%,0%,62,-15%,-4%,0%
COc1ccccc1Nc1ccc(S(=O)(=O)N2CCCCC2)cc1[N+](=O)[O-],-12%,?,12%,?,-12%,-7%,2%

Molecules shown so far containing nitrogen in an aromatic ring, in the order listed:
SMILES,TbPYK inhibitor,AMA1 RON2 block,HCV inhibitor,HCMV inh,AmpC no deterg,AmpC inh detg,LmPK inhibitor
CC(C(=O)NC1C(=O)N2C(C(=O)O)=C(CSc3nnnn3C)CSC12)n1cc(Br)cn1 (stereo not drawn),-4%,54%[activator],27%,29,-21%,8%,-1%
Cc1c(-c2ccccc2)n[nH]c1C(=O)NN,-15%,111%[activator],-3%,-9,-26%,-19%,1%
COc1ccc(NCc2nnc(SCC(=O)Nc3cc(C(F)(F)F)ccc3Cl)o2)cc1,3%,24%,5%&8%,27,-12%,?,-3%
c1ccc2c(c1)[nH]c1cnccc12,-12%,-2%,?,-30,-28%,-3%,-1%
COc1ccc2[nH]c(=O)c(CN(CCCN(C)C)C(=O)Nc3ccccc3)cc2c1,-8%,13%,-7%,-16,2%,-14%,-2%
Cc1cccn2cc(CCNS(=O)(=O)c3cccs3)nc12,3%,-14%,-3%,-10,-11%,8%,0%
COC(=O)/C=C1\N/C(=N/c2nc(C)c3cc(OC)ccc3n2)NC1=O,-1%,2%,?,nt,30%,-8%,-1%
O=C(COC(=O)c1ccccc1-n1cnnn1)c1ccccc1,5%,-1%,9%,-14,-8%,-5%,nt
CCOC(=O)Cn1c(C(C)=O)nc2ccccc21,-9%,12%,0%,62,-15%,-4%,0%

Following part:
SMILES,TbPYK inhibitor,AMA1 RON2 block,HCV inhibitor,HCMV inh,AmpC no deterg,AmpC inh detg,LmPK inhibitor
COc1ccc([C@H]2CC(=O)C=C(c3cccc(Cl)c3O)C2)cc1OC,-6%,-11%,-24%,-2,1%,5%,nt
C[C@H]1CN([C@@H](C)CO)C(=O)CCCn2cc(nn2)CO[C@@H]1CN(C)C(=O)c1ccncc1,6%,13%,nt,-8,nt,nt,nt
Cc1cccc(CN2C(=O)c3ccccc3Sc3ccc(C(=O)NCCc4ccccc4)cc32)c1,-3%,nt,nt,?,nt,1%,nt
CCCCn1c(SCC(=O)Nc2ccc3c(c2)CCC3)nc2ccccc2c1=O,-3%,34%[activator],-1%,?,-17%,-2%,1%
COc1cc(S(=O)(=O)n2ccc(C)n2)c(OC)cc1Cl,5%,8%,?,-2,-14%,-13%,-4%
Cc1ccccc1NC(=O)CN1C(=O)S/C(=C/c2cccnc2)C1=O,-5%,8%,-6%,0,-3%,-3%,-1%
COc1ccccc1C(=O)N1CCN(C(=O)c2oc3ccc(C)cc3c2C)CC1,4%,-11%,3%,7,115%[activator],-15%,6%
O=C(NCc1ccccc1Cl)c1ccc(CSc2nc3ccncc3[nH]2)cc1,1%,-10%,-5%,0,41%,-2%,4%

SMILES,TbPYK inhibitor,AMA1 RON2 block,HCV inhibitor,HCMV inh,AmpC no deterg,AmpC inh detg,LmPK inhibitor
CCN(CC)C(=O)c1ccc2c(=O)n(CCOC)c(=S)[nH]c2c1,2%,21%,2%,-27,-12%,-1%,8%
CCOC(=O)N1CCN(C(=O)c2ccc(CS(=O)Cc3ccccc3Cl)o2)CC1 (stereo not drawn),10%,0%,-1%,43,28%,-2%,1%
COc1cccc(-c2nnc(SCc3cccnc3)o2)c1,-7%,0%,13%,4,8%,-7%,-6%
COc1ccc([C@@H]2C(C#N)=C(N)S[C@@H](c3ccccc3)[C@@H]2[N+](=O)[O-])cc1,-2%,-9%,?,?,-52%,?,5%
COc1cccc(C(=O)NC2CC3CCCC(C2)N3CC(=O)Nc2ccc(N(C)C)cc2)c1 (stereo not drawn),-3%,-31%,?,?,42%,-2%,-3%
CCCCCn1cnc2sc(-c3ccccc3)cc2c1=O,3%,0%,?,56,-27%,2%,-8%
CCC(C)NC(=O)Nc1ccccc1F (stereo not drawn),-1%,6%,-19%,-31,-5%,0%,0%
CC(C)N(CC#CCC(O)(c1ccccc1)c1ccccc1)CCO,2%,-16%,-15%,-17,18%,1%,-4%

SMILES,TbPYK inhibitor,AMA1 RON2 block,HCV inhibitor,HCMV inh,AmpC no deterg,AmpC inh detg,LmPK inhibitor
CN(c1ccc(C(=O)NCc2ccco2)cc1)S(C)(=O)=O,-1%,-4%,9%,29,-21%,-7%,-4%
Cc1ccc(S(=O)(=O)NC(=O)C2(C)CCN2C(=O)c2ccccc2)cc1 (stereo not drawn),2%,8%,nt,13,nt,nt,nt
Cc1ccc(C(=O)N2CCN(Cc3nc4sc5c(c4c(=O)[nH]3)CCCC5)CC2)cc1,3%,-1%,?,21,-14%,5%,5%
COc1cccc(C(=O)Nc2cccc(-c3nnc(-c4ccco4)o3)c2)c1,-3%,28%,22µM*,?,-9%,?,8%
Cc1cc2c(c(=O)n1Cc1ccccn1)C(c1ccc3c(c1)OCO3)C(C#N)=C(N)O2 (stereo not drawn),-22%,74%[activator],-28%,0,-1%,-9%,-2%
COc1cc(C(=O)NCC(=O)Nc2c(C)cccc2C)ccc1OCc1ccccc1,-3%,6%,?,0,-2%,2%,nt
Nc1cc(=O)[nH]c(SCC(=O)Nc2ccccc2Sc2ccc(Cl)cc2)n1,-4%,-7%,?,-34,-20%[11.4 µM],-10%,5%
O=C(NC1CCCC1)C(c1ccsc1)N(Cc1ccccc1)C(=O)Cc1cccs1 (stereo not drawn),0%,2%,-21%,-29,4%,?,0%

Two of the compounds above, with two lines to a compound.
Results follow in this order: TbPYK inhibitor	AMA1 RON2 block	HCV inhibitor	HCMV inh	AmpC no deterg	AmpC inh detg	LmPK inhibitor
Cc1cc2c(c(=O)n1Cc1ccccn1)C(c1ccc3c(c1)OCO3)C(C#N)=C(N)O2 (stereo not drawn)
    -22%	74%[activator]	-28%	0	-1%	-9%	-2%
Cc1ccc(S(=O)(=O)NC(=O)C2(C)CCN2C(=O)c2ccccc2)cc1 (stereo not drawn)
    2%	8%	nt	13	nt	nt	nt

The list continues:
SMILES,TbPYK inhibitor,AMA1 RON2 block,HCV inhibitor,HCMV inh,AmpC no deterg,AmpC inh detg,LmPK inhibitor
COc1cc(-c2nc3ccccn3c2N)ccc1O,0%,58%[activator],12%,22,-21%,-9%,-1%
CCn1c(SCC(=O)Nc2ccccc2OC)nc2ccccc2c1=O,6%,-5%,?,?,-15%,1%,0%
Cc1ccc(C)c(CNS(=O)(=O)c2c(C)[nH]c(C)c2C(=O)N2CCCC2)c1,-1%,-6%,4%,-1,-14%,-1%,-4%
O=C(c1ccccc1)c1ccccc1NC(=O)c1ccccc1C(=O)O,-10%,nt,nt,-22,nt,6%,nt
O=C(COc1ccccc1Cl)NCCCNC(=O)c1cnccn1,-5%,5%,26%,31,4%,-6%,1%
Oc1ccc(NC(=S)Nc2ccc(O)cc2)cc1,-1%,8%,4%,40,-26%,1%,-1%
Cn1cnc2nc3n(c2c1=O)CCC3,1%,-5%,16%,15,nt,5%,9%
COc1cccc(NC(=O)C2CCN(S(=O)(=O)c3cccc4nonc34)CC2)c1,2%,nt,nt,-12,nt,16%,nt

SMILES,TbPYK inhibitor,AMA1 RON2 block,HCV inhibitor,HCMV inh,AmpC no deterg,AmpC inh detg,LmPK inhibitor
OCC1OC(n2cnc3c(NCc4ccccc4O)ncnc32)C(O)C1O (stereo not drawn),-4%,-15%,-14%,-100*,nt,nt,nt
COCc1cc(C)nc(NCCc2ccccc2)c1C#N,4%,10%,-15%,-6,nt,3%,6%
O=C(C[n+]1ccc(-c2cc(C(=O)Nc3cccc(C(F)(F)F)c3)c3ccccc3n2)cc1)c1cccc([N+](=O)[O-])c1,-21%,?,13µM*,-66*,49%,-5%,?
COc1ccc(NC(=O)CN(C)C(=O)c2ccc(-c3cccc(C(F)(F)F)c3)o2)cc1,9%,-15%,-11%,-3,136%[activator],4%,7%
COc1cc(NC(=S)N2CCN(C)CC2)cc(OC)c1,-9%,-2%,-3%,-32,-7%,-15%,-2%
COc1ccc(CCNC(=O)c2cc3c(=O)n4ccccc4nc3n(CCCN3CCOCC3)c2=N)cc1,-9%,-13%,8.9µM*,?,54%,-6%,-1%
CCC(CC)C(=O)Nc1cc([N+](=O)[O-])ccc1F,-14%,-5%,2%,-31,-1%,-6%,1%
Cc1cccc(NC(=S)N/N=C2/CCCCc3ccccc32)c1,-10%,-18%,-71%,7,32µM*,-3%,3%
